Shn3 inh set2 – reduction of Shn3 3'UTR firefly luciferase signal, primary screen, Schnurri-3 inhibitor project, cell-based, Clone20 osteoblasts, set 2; Clone20 osteoblast Shn3 3'UTR firefly luciferase, 24 h; inhibition, % at 12.5 µM; 360,000 compounds, 0.52% hits; AID 588674, 2011;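 active = mean inhibition of at least 75% with every replicate also reaching 75%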;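 also: 0% = median of neutral control wells and 100% = pilot-screen positive control compound; some compounds past the cut are filed as inactive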
Peg3 prom inh – Peg3 promoter-driven luciferase inhibitors, primary screen, cell-based, HeLa, luciferase luminescence | HeLa PEG-Prom luciferase reporter, overnight | 360,000 compounds, 1.7% hits | inhibition, % at 20 µM;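 active = inhibition of at least 50% at 20 µM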
TWEAK Fn14 block – inhibitors of TWEAK-Fn14 signaling, primary screen, luciferase reporter cells, uHTS. TWEAK-stimulated Fn14 reporter cells, luciferase luminescence, 8 h. inhibition, % at 10 µM. 360,000 compounds, 2% hits. AID 1159606, 2016; in the data active = inhibition above about 50%
NR2E3 ag-1 – NR2E3 agonists in two-hybrid cells, primary screen, cell-based, luminescence, CHO-S, Gal4-NCOR/VP16-NR2E3; luciferase; inhibition of corepressor binding, % at 3.98 µM; AID 602229, 2012; 360,000 compounds, 0.35% hits;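 active = inhibition above the mean of all tested compounds plus 3 SD, cut at about 70% in these data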;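 also: 0% = DMSO with NR2E3 transfected cells and 100% = cells lacking NR2E3 construct; higher means lower luciferase signal from less NR2E3 corepressor binding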
Target sequence (Q9Y5X4 whole entry, looked up, the tested form may be a part): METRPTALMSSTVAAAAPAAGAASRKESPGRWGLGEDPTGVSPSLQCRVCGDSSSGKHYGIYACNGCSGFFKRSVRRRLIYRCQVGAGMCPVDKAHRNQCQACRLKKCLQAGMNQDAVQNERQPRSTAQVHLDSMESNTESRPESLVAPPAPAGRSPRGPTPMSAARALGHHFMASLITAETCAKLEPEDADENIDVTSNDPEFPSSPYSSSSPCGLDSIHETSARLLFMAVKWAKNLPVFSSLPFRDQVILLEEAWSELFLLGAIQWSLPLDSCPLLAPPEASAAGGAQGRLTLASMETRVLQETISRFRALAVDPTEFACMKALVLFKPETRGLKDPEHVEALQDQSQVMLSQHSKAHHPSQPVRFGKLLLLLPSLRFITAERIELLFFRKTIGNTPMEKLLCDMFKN
HIF-2a block – HIF-2a reporter inhibitors, primary screen, luminescence, 786-0 RCC cells; 786-0 RCC cells HIF-2a reporter, luciferase luminescence, overnight; inhibition, % at 18.8 µM; 360,000 compounds, 0.72% hits; AID 624352, 2012;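 active = inhibition of the luminescence signal of 40% or more relative to plate controls, in a single-dose primary screen at 18.75 µM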
MITF TRPM1 inh – inhibitors of MITF-dependent TRPM1 promoter reporter, primary screen, cell-based, SK-MEL-5, single point, luciferase. SK-MEL-5 TRPM1 promoter luciferase, 24 h. inhibition, % at 12.5 µM. 330,000 compounds, 0.83% hits. AID 488899, 2010;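 active = mean inhibition across replicates of 60% or more, whatever share of single replicates reaches that level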; also: values of inactives mirror those of a sister screen read the other way
CF NFkB inh – inhibitors of PAF-induced NF-kB signaling, primary screen, cell-based, GFP fluorescence, uHTS; KKLEB NF-kB-GFP reporter, GFP fluorescence overnight; inhibition, % at 5 µM; 360,000 compounds, 0.86% hits; AID 588850, 2011;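 active = at least 50% inhibition at 5 µM, scaled per plate between neutral and stimulator controls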;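 also: PAF is a Pseudomonas aeruginosa culture filtrate used as stimulus; plate controls were PAF-stimulated DMSO wells for no effect and unstimulated DMSO wells for full effect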
NR2E3 ag-2 – inhibitors of NR2E3-RetCOR corepressor binding, primary screen, NR2E3 agonist project, biochemical, TR-FRET, GST-NR2E3, biotin-RetCOR; Photoreceptor-specific nuclear receptor (Homo sapiens), Q9Y5X4; 1536-well; inhibition of corepressor binding, % at 4.78 µM; 320,000 compounds, 0.12% hits; AID 2300, 2010;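 active = percent inhibition above the cutoff of mean plus 3 SD of all tested compounds, set per screening campaign, cut at about 20% in these data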;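 also: 0% = DMSO wells and 100% = biotin wells as full block of FRET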
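Test system: GST-NR2E3 and biotin-RetCOR proteins | Quantity: 1.35 nM GST-tagged NR2E3 final | Medium: Tris pH 7.5 | Also added: 7 nM biotin-RetCOR | Dosing: Compound at 4.8 µM, single dose | Timing: 5 h at 4 °C | Detection: Time-resolved FRET | Read-out basis: Percent inhibition | Benchmarks: Biotin wells as high control, 0.6% DMSO wells as low control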
TRAIL sens C8 – viability loss with TRAIL in NB7+C8 cells, primary screen, TRAIL sensitizer project, cell-based, ATPlite luminescence; inhibition (viability loss, TRAIL sensitization), % at 10 µM; 360,000 compounds, 1% hits;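 active = compounds causing at least 50% loss of cell viability in the single-dose screen, relative to plate controls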
KKLEB tox – cytotoxicity in KKLEB CF airway cells, primary screen, cytotoxicity control for CF NF-kB inhibitor project, cell-based, uHTS, fluorescence assay plates; 360,000 compounds, 0.36% hits; KKLEB CF airway cells viability, ATPlite luminescence, overnight; stronger effect = lower value; cells stimulated with P. aeruginosa culture filtrate; activity change (cytotoxicity), % at 5 µM;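 active = corrected activity change at or below -50% at 5 µM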
TROY NFkB inh – inhibitors of TROY-driven NF-kB signaling, primary screen, Q293 LMP1-TROYcd cells, NF-kB luciferase, uHTS. Q293 LMP1-TROYcd NF-kB luciferase reporter, 4 h. inhibition, % at 10 µM. 360,000 compounds, 0.98% hits;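 active = compounds whose plate-normalised and pattern-corrected inhibition of the luciferase reporter signal at the single screening dose is 50% or more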
* marks the source's active call; other numbers are inactive results; · = no result given. Some of the compounds tested; the hit share may differ from the screen's.

Order of values: Shn3 inh set2	Peg3 prom inh	TWEAK Fn14 block	NR2E3 ag-1	HIF-2a block	MITF TRPM1 inh	CF NFkB inh	NR2E3 ag-2	TRAIL sens C8	KKLEB tox	TROY NFkB inh
- CCc1cc2c(=O)n(-c3ccc(C)cc3)cnc2s1
  -78	-378	-2	-114	-170	-66	2	4	2	-2	·
- O=C(CCc1ccccc1)Nc1ccccc1C(F)(F)F
  -13	-19	-17	-8	-38	-14	0	1	4	21	-10
- COc1ccc(CN2CCC(=O)N([C@H](CO)c3ccccc3)CC2)cc1OC
  2	-5	-6	2	6	2	5	1	-2	-5	11
- O=C1CC(N(CCc2ccccc2)C(=S)Nc2ccccc2)C(=O)N1c1ccccc1 (stereo not given)
  16	-13	27	-10	-38	8	-31	1	3	5	12
- Cc1ccccc1NC(=O)Cc1nc(COC(=O)c2ccc(Cl)nc2)cs1
  -3	-2	-4	-1	8	1	0	1	1	-3	-17
- COc1cccc(OCc2cc(C(=O)NCCc3cccc(C)n3)no2)c1
  -2	8	7	-36	-17	-2	17	0	-6	-5	-10
- Cc1cccc(Nc2nc(N)nc(CN3CCC(C)CC3)n2)c1C
  4	1	2	0	-3	3	4	3	-16	-3	-16
- O=C(CNC(=O)N1CC(=O)Nc2ccccc21)NCc1cccc(Cl)c1
  0	10	-2	7	2	-6	8	-3	-14	2	26
- Cc1ccc(S(=O)(=O)NC(=O)C2(C)CCN2C(=O)C2(c3ccc(Cl)cc3)CCC2)cc1 (stereo not given)
  6	0	23	-5	-3	·	26	·	-19	-8	-2
- Cc1onc(-c2ccccc2)c1C(=O)NC(C)c1ccc2c(c1)OCO2 (stereo not given)
  -9	0	2	16	1	-2	-1	3	-8	-1	-1
- O=C(COc1ccc(Cl)cc1Cl)NCCCNC(=O)c1cnccn1
  -16	-11	-13	8	6	4	31	-3	-3	-8	-26
- COc1ccc(C(=O)NCCCNC(=O)c2cccnc2)cc1Br
  22	7	-3	3	22	-3	-20	3	-24	13	6
- Cc1cc(=O)c2ccccc2n1Cc1ccccc1
  15	-4	22	40	-2	22	5	3	24	0	5
- CCCCNC(=O)C1CC(=O)N(C2CCCC2)C1 (stereo not given)
  -17	-2	-10	-15	11	3	-7	0	4	4	1
- O=C(NCc1ccccc1)c1cc(C2COCCN2C(=O)OCCF)on1 (stereo not given)
  12	2	-2	25	11	·	-27	·	8	5	17
- CC(=O)C1=C(C)NC(SCC(N)=O)=C(C#N)C1CC(C)C (stereo not given)
  -8	7	-10	-1	19	1	-8	4	-5	5	14
- O=C(COC(=O)c1ccc(Cl)c(S(=O)(=O)NCc2ccccc2)c1)NC1CC1
  -24	19	-19	-1	11	·	8	-2	-14	-9	5
- COCCc1nc2ccc(C(=O)N(C)Cc3cccc(-n4cccn4)c3)cc2o1
  -90	-262	-9	-67	-255	-54	1	4	-2	-2	-44
- COC(=O)C1(C(O)C(=O)c2ccc(C)cc2C)CCCCC1 (stereo not given)
  -65	-31	9	-10	11	-10	5	-3	-9	-1	3
- Cc1cccc(-c2noc(CN(C(C)C)S(=O)(=O)c3ccc(F)cc3)n2)c1
  8	17	8	1	20	13	5	3	7	-12	0
- Clc1cccc(-c2nnc(SCc3nc4ccccc4[nH]3)n2Cc2ccco2)c1
  -8	20	-22	5	14	11	-2	-1	8	-7	-19
- Cc1c(C(=O)Nc2ccccc2Cl)oc2ccc(S(=O)(=O)N3CCC4(CC3)OCCO4)cc12
  16	6	-12	-14	-2	9	8	2	11	-10	24
- CCNc1nc(NCC)n2c(SCc3nc4ccccc4c(=O)[nH]3)nnc2n1
  9	12	5	-10	2	4	-13	3	19	-5	5
- NC(=O)c1ccc(NCC2COc3ccccc3O2)c([N+](=O)[O-])c1 (stereo not given)
  -1	-68	1	-22	-118	-20	-27	2	-2	4	6
- Cc1cc(C)cc(Oc2ncnc3c2ncn3Cc2c(Cl)cccc2Cl)c1
  11	20	3	16	20	13	14	2	-22	4	0
- COc1ccc(C2=NOC(Cn3nc(C(=O)NCc4cccc(Br)c4)cc3-c3ccccc3)C2)cc1 (stereo not given)
  36	4	15	-23	6	-11	6	·	-2	-1	10
- O=C(Nc1cccnc1Oc1ccc(Cl)cc1)c1cccc2ccccc12
  8	33	-3	-9	11	-1	-17	-2	-10	0	-5
- CCNC(=S)N1CCN(S(=O)(=O)/C=C/c2ccccc2)CC1
  8	2	7	34	2	-2	-1	1	6	2	-21
- Cc1ccc(-n2c(C)cc(C(=O)COc3cccnc3[N+](=O)[O-])c2C)cc1
  43	36	63*	68	59*	43	-2	-2	34	-22	30
- c1ccc(-n2nnnc2-c2cccc3ccccc23)cc1
  -1	24	31	-13	-14	8	21	·	18	-17	-3
- O=C(Oc1ccccc1[N+](=O)[O-])c1cccnc1
  9	7	30	17	29	1	-7	2	-9	7	-9
- C/C(=C\C(=O)c1ccc(Cl)s1)N(C)C
  2	4	-2	-26	21	5	2	2	10	2	10
- OCC[C@@H]1C[C@H](O)[C@@H](O)[C@@]2(OCc3cc(Cl)ccc32)O1
  2	0	-3	1	5	·	13	·	8	-2	-8
- CCOc1cc(OCC)cc(C(=O)N2CCC[C@H]2C(=O)N2CCC[C@H]2C(=O)N[C@H](C)c2ccccc2)c1
  ·	·	5	-19	5	·	·	·	-14	·	-8
- Cc1cc(=O)n2[nH]c(-c3ccsc3-n3c(C)ccc3C)cc2n1
  -12	16	4	-13	12	6	-21	7	-4	3	-8
- CC(=O)c1c(C)[nH]c(C(=O)COC(=O)CCCOc2ccccc2)c1C
  -1	-3	11	-28	6	-2	-5	-2	-10	2	-13
- COc1ccc(CNC(=O)Cn2nc(Cc3cccnc3)c3ccccc3c2=O)cc1
  2	10	-12	7	8	·	8	1	-11	-11	-2
- COc1cc2c(cc1OC)C(C)N(C(=O)c1c(C)noc1C)CC2 (stereo not given)
  -9	14	-3	7	9	3	-10	1	19	-8	0
- O=C(Nc1ccc(N2CCOCC2)cc1)c1ccc(S(=O)(=O)NCc2ccco2)cc1
  -3	-9	-34	9	-2	8	5	0	-9	-4	9
- O=C(CSc1nnc(COc2cccc3cccnc23)o1)N1CCCC1
  -6	1	8	-29	5	2	-8	-2	8	-10	-17
- NNC(=O)c1ccc(Cn2cc(Br)cn2)o1
  -15	13	-20	-25	12	8	6	2	-15	-2	6
- COCCN1C=C(C(=O)OC)C(c2ccccc2C(F)(F)F)C(C(=O)OC)=C1
  -9	-4	5	-12	10	5	-13	0	-6	-5	1
- FC(F)(F)c1ccc(-c2cccc3c2C2CC3CCN2Cc2ccccc2)cc1 (stereo not given)
  6	5	-20	12	11	2	12	·	17	-8	-10
- FC(F)(F)c1cc(C(F)(F)F)n2nc(-c3sccc3-n3cccc3)cc2n1
  10	5	25	3	5	5	-13	-2	3	4	5
- Cc1ccc(S(=O)(=O)N2CCOCC2)cc1C(=O)N(Cc1nnc(-c2ccccc2Cl)o1)C1CC1
  6	16	-1	-1	12	4	4	4	-7	-9	1
- CC1=NN(C(C#N)c2cccc([N+](=O)[O-])c2)C(C)(C)C1 (stereo not given)
  4	14	2	-2	12	0	-10	-2	-1	-9	-10
- COc1cccc(C2CC(=O)N3CN(c4ccccc4F)CSC3=C2C#N)c1 (stereo not given)
  -10	14	22	-6	-4	·	18	3	7	9	14

3 structures out of the list, arranged by molar mass, highest first:
Order of values: Shn3 inh set2	Peg3 prom inh	TWEAK Fn14 block	NR2E3 ag-1	HIF-2a block	MITF TRPM1 inh	CF NFkB inh	NR2E3 ag-2	TRAIL sens C8	KKLEB tox	TROY NFkB inh
- O=C(Nc1ccc(N2CCOCC2)cc1)c1ccc(S(=O)(=O)NCc2ccco2)cc1
  -3	-9	-34	9	-2	8	5	0	-9	-4	9
- Cc1ccc(-n2c(C)cc(C(=O)COc3cccnc3[N+](=O)[O-])c2C)cc1
  43	36	63*	68	59*	43	-2	-2	34	-22	30
- NNC(=O)c1ccc(Cn2cc(Br)cn2)o1
  -15	13	-20	-25	12	8	6	2	-15	-2	6

Of the compounds above, 7 have an aryl methoxy group.
Order of values: Shn3 inh set2	Peg3 prom inh	TWEAK Fn14 block	NR2E3 ag-1	HIF-2a block	MITF TRPM1 inh	CF NFkB inh	NR2E3 ag-2	TRAIL sens C8	KKLEB tox	TROY NFkB inh
- COc1ccc(CN2CCC(=O)N([C@H](CO)c3ccccc3)CC2)cc1OC
  2	-5	-6	2	6	2	5	1	-2	-5	11
- COc1cccc(OCc2cc(C(=O)NCCc3cccc(C)n3)no2)c1
  -2	8	7	-36	-17	-2	17	0	-6	-5	-10
- COc1ccc(C(=O)NCCCNC(=O)c2cccnc2)cc1Br
  22	7	-3	3	22	-3	-20	3	-24	13	6
- COc1ccc(C2=NOC(Cn3nc(C(=O)NCc4cccc(Br)c4)cc3-c3ccccc3)C2)cc1 (stereo not given)
  36	4	15	-23	6	-11	6	·	-2	-1	10
- COc1ccc(CNC(=O)Cn2nc(Cc3cccnc3)c3ccccc3c2=O)cc1
  2	10	-12	7	8	·	8	1	-11	-11	-2
- COc1cc2c(cc1OC)C(C)N(C(=O)c1c(C)noc1C)CC2 (stereo not given)
  -9	14	-3	7	9	3	-10	1	19	-8	0
- COc1cccc(C2CC(=O)N3CN(c4ccccc4F)CSC3=C2C#N)c1 (stereo not given)
  -10	14	22	-6	-4	·	18	3	7	9	14

Screens (PubChem)
